# M1 PAM parental – nonselective activator or artifact in parental CHO-K1 calcium assay | activation, % at 3 µM | AID 602247 | ATP EC20, Fluo-8 calcium fluorescence; 0% at ATP EC20, 100% at ATP max | 0.02% of 360,000 active;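 active = activation above the run cutoff, the mean activation of all test compounds plus 3 SD, cut at about 40% in these data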;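 also: peak over basal fluorescence ratio in a 140 s read after ATP addition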
# CHO-K1 Ca antag – counter-screen for M1 antagonists: effect in parental CHO-K1 cells; inhibition, % at 3 µM; 0.6% of 360,000 active; ATP-induced calcium, Fluo-8 fluorescence;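 active = inhibition above a per-plate cutoff, the plate's mean sample inhibition plus 3 SD, cut at about 24% in these data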;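 also: 0% = DMSO plus EC80 ATP and 100% = DMSO alone without ATP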
# M5 ag – CHRM5 agonism in calcium assay. P08912. activation, % at 3 µM. 0.19% of 360,000 active. CHO-K1 hM5 cells, Fluo-8 calcium fluorescence; 0% DMSO wells, 100% maximal acetylcholine response;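 active = activation above the run's mean over test compounds plus 3 SD, cut at about 23% in these data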;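 also: signal is peak over basal fluorescence ratio across the kinetic read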
# Target sequence (P08912 whole entry, looked up): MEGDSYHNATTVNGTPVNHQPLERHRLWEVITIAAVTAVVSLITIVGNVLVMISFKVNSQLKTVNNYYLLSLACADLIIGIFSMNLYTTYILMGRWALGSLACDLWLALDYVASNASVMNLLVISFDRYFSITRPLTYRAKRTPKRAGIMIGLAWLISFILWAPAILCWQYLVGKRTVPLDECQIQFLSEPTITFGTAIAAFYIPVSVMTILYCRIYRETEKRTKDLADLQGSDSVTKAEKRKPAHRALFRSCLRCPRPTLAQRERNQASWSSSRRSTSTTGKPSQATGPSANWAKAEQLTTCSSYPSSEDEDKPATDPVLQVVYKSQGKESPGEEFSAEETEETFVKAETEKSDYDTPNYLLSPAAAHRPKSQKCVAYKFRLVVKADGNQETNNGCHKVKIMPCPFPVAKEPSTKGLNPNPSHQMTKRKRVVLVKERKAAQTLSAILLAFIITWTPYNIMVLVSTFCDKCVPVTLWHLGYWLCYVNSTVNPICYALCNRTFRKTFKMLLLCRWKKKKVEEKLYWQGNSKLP
# M4 PAM – CHRM4 positive allosteric modulation | 0.4% of 360,000 active | CHO-K1 hM4/Gqi5, Fluo-8 calcium fluorescence, ACh EC20; 0% = ACh EC20, 100% = maximal ACh | AID 624126 | activation, % at 3 µM | P08173;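 active = activation above its plate's cutoff, the mean activation of sample wells plus 3 SD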; also: some results filed as inactive read as strong as hits
# CHRM5 antagonist – blocks acetylcholine activation of human M5 receptor | AID 624040 | inhibition, % at 3 µM | P08912 | CHO-hM5 cells, Fluo-8 calcium fluorescence, ACh EC80 | 0.59% of 360,000 active;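 active = inhibition above a per-plate cutoff, the mean of that plate's test compounds plus 3 SD, cut at about 27% in these data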;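 also: 0% = acetylcholine EC80 with DMSO and 100% = DMSO without agonist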
# M1 ag parental – M1 agonist counterscreen hit in parental CHO-K1 cells. Fluo-8 calcium fluorescence; scaled to maximal ATP response, vehicle zero. activation, % at 3 µM. 0.48% of 360,000 active; in the data active = activation above about 15%;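 also: untransfected CHO-K1 host cells lacking M1 receptor as counterscreen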
# CHRM4 antagonist – CHRM4 antagonism in calcium assay; CHO-hM4 cells, ACh EC80, Fluo-8 calcium fluorescence; inhibition, % at 3 µM; P08173; 0.73% of 360,000 active;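 active = inhibition above its plate's cutoff, the mean inhibition of sample wells plus 3 SD, cut at about 27% in these data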;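 also: 0% = acetylcholine EC80 with DMSO and 100% = DMSO without agonist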
# CHRM4 agonist – agonists of human muscarinic M4 receptor (CHRM4); CHO-K1 hM4/Gqi5, Fluo-8 calcium fluorescence; vehicle 0%, full acetylcholine response 100%; P08173; 0.14% of 360,000 active; activation, % at 3 µM;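 active = activation above the run mean over all test wells plus 3 SD, cut at about 32% in these data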;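 also: peak over basal fluorescence ratio per well then scaled between controls; 0% = DMSO wells and 100% = acetylcholine at EC100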
# M5 PAM – CHRM5 positive allosteric modulation | P08912 | CHO-K1 hM5, Fluo-8 calcium, ACh EC20 PAM; 0% = ACh EC20, 100% = ACh EC100 | activation, % at 3 µM | 0.3% of 360,000 active | AID 624038;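 active = activation above the run cutoff, the mean activation of all test compounds plus 3 SD, cut at about 18% in these data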
#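 system = human M5 receptor in CHO-K1 cells | reagent = EC20 acetylcholine as agonist stimulus | compound dosing = single-point, 3 µM nominal | incubation = Fluo-8 loading 80 min at 37 °C plus 30 min room temperature | detection = Fluo-8 calcium dye fluorescence, kinetic read | benchmarks = low control EC20 acetylcholine (0%), high control EC100 acetylcholine (100%)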
# * = called active by the depositor; x = not tested or not shown.
# Start of the data: the first 2 compounds, ahead of the listing:
SMILES,M1 PAM parental,CHO-K1 Ca antag,M5 ag,M4 PAM,CHRM5 antagonist,M1 ag parental,CHRM4 antagonist,CHRM4 agonist,M5 PAM
Cc1cccc(NC(=S)NC(NC(=O)OCc2ccccc2)C(Cl)(Cl)Cl)c1 (centres undefined),-6,9,4,-13,24,7.2,-3,21,-22
COc1ccc(-c2oc3ncnc(NCCCN(C)C)c3c2-c2ccc(OC)cc2)cc1,-4,-13,-8,-13,6,2.0,6,3,-7

# The list itself, from the start:
SMILES,M1 PAM parental,CHO-K1 Ca antag,M5 ag,M4 PAM,CHRM5 antagonist,M1 ag parental,CHRM4 antagonist,CHRM4 agonist,M5 PAM
Cc1cccc(NC(=S)NC(NC(=O)OCc2ccccc2)C(Cl)(Cl)Cl)c1 (centres undefined),-6,9,4,-13,24,7.2,-3,21,-22
COc1ccc(-c2oc3ncnc(NCCCN(C)C)c3c2-c2ccc(OC)cc2)cc1,-4,-13,-8,-13,6,2.0,6,3,-7
NC(=O)c1cc(S(=O)(=O)Nc2cccc(F)c2)co1,8,5,6,4,-4,0.8,-4,0,-2
CCO[C@@H]1OC(C(=O)N2CCOCC2)=C[C@H](C)[C@H]1CCCO,6,-1,0,5,6,0.2,-10,1,8
Cc1ccc(-n2cc(CN3CCCN(C=O)CC3)c(-c3ccc(F)cc3)n2)cc1,15,1,-2,0,-9,0.1,0,1,6
Cc1ccccc1OCC(=O)NNC(=O)c1ccoc1C,-9,-9,2,5,12,0.1,1,1,-6
O=C(COC(=O)C1CC(=O)N(Cc2ccccc2)C1)Nc1ccccc1F (centres undefined),10,-8,-1,-8,0,-0.1,4,1,2
Clc1cccc(Cl)c1CSc1nnc(-c2ccncc2)s1,2,-9,4,-12,5,0.9,0,9,4
Clc1cccc(Cl)c1Cn1ccc(C2CC2)n1,6,4,-2,1,5,16*,1,0,5
NNC(=O)c1nc(-c2ccccc2)cc(-c2ccccc2)n1,14,-2,3,-5,5,0.9,10,5,-8

# Record cards, from the list above. Order of values: M1 PAM parental	CHO-K1 Ca antag	M5 ag	M4 PAM	CHRM5 antagonist	M1 ag parental	CHRM4 antagonist	CHRM4 agonist	M5 PAM
# Clc1cccc(Cl)c1Cn1ccc(C2CC2)n1 as listed: 6	4	-2	1	5	16*	1	0	5
# NNC(=O)c1nc(-c2ccccc2)cc(-c2ccccc2)n1 as listed: 14	-2	3	-5	5	0.9	10	5	-8
# NC(=O)c1cc(S(=O)(=O)Nc2cccc(F)c2)co1 as listed: 8	5	6	4	-4	0.8	-4	0	-2
# COc1ccc(-c2oc3ncnc(NCCCN(C)C)c3c2-c2ccc(OC)cc2)cc1 as listed: -4	-13	-8	-13	6	2.0	6	3	-7

# Later entries.
SMILES,M1 PAM parental,CHO-K1 Ca antag,M5 ag,M4 PAM,CHRM5 antagonist,M1 ag parental,CHRM4 antagonist,CHRM4 agonist,M5 PAM
O=C(Cn1c(COc2ccccc2)nc2ccccc21)Nc1cc(Cl)cc(Cl)c1,18,-10,-3,20,2,-0.4,-5,1,-1
Cc1cccc(N2N=C(C(=O)Nc3nc(C)cs3)CCC2=O)c1,18,-13,-2,6,10,-0.1,10,1,0
O=[N+]([O-])c1cc([N+](=O)[O-])c(Oc2c(Cl)cccc2Cl)cc1NN1CCCCC1,7,-8,2,-1,-2,0.7,2,0,0
COc1ccc(NC(=O)CSc2n[nH]c(CNc3cccc(C)c3)n2)cc1,11,2,-1,-3,-3,1.1,-20,3,13
Cc1ccccc1NC(=O)CSc1nc2ccccc2o1,6,-7,0,6,-4,1.4,-6,2,0
COc1cccc(NC(=O)c2cccc(Cl)c2)c1,7,-16,-1,4,4,-0.2,-10,2,-2
O=[N+]([O-])c1ccc(S(=O)(=O)CC(CN2CCCCC2)N2CCCCC2)cc1 (centres undefined),2,-1,-5,0,8,-0.7,5,1,4
CC(C)c1ccc(NC(=O)C2C3C=CC4(O3)C2C(=O)N(CCCN2CCOCC2)C4C(=O)NC2CCCCC2)cc1 (centres undefined),6,-7,-3,-4,8,-0.2,-3,0,-3
CC1(C)Oc2ccc3ccc(=O)oc3c2/C(=C/NNC(N)=S)C1=O,12,-15,-3,-3,-2,1.3,-8,2,2
CC(C)(C)Nc1ncnc2c1cnn2-c1ccccc1,9,-2,-2,-2,-1,1.6,-10,6,-8
CCc1nnc(NC(=O)CN2C(=O)NC3(CC(C)CC(C)(C)C3)C2=O)s1 (centres undefined),-12,-4,-2,-3,1,-0.2,16,2,-4
CC(C)[C@H](NC(=O)[C@@H]1CSC2c3ccccc3C(=O)N21)C(=O)NC1CCCC1 (some centres undefined),-21,-2,-1,1,-6,0.4,-4,2,-3
CC1(C)Cc2c(sc3nc4n(c(=N)c23)CCCCC4)CO1,-1,-6,-12,-2,7,-0.2,4,1,-3
Cc1ccc(S(=O)(=O)NN)c(C)c1N1CCCC1=O,-16,4,0,5,6,0.0,-1,0,3
Oc1ccc(Br)cc1CNc1cnc2ccccc2c1,5,1,-1,-9,1,4.5,8,19,-12
CCCC12CN3CCN(CC(C3)/C1=N\NC(=O)c1ccc(F)cc1)C2,-5,13,-4,-2,5,3.1,7,0,-7
Cn1c(SCC(=O)Nc2ccccc2O)nnc1-c1ccco1,9,-11,-3,5,2,1.5,-4,2,2
O=C(N/N=C/c1cccc([N+](=O)[O-])c1)c1c[nH]c2ccccc12,-17,2,5,-4,0,0.5,4,2,-3
CC(=O)Nc1ccc(S(=O)(=O)Nc2ccc3c(c2)OCCO3)cc1,13,-1,1,-8,10,2.0,5,2,-6
CCCCn1nnnc1C(c1ccccc1)N1CCN(c2ccc(C(F)(F)F)cc2[N+](=O)[O-])CC1 (centres undefined),5,-13,-2,-8,1,0.9,6,0,-5
CCCN(CCC)CCCNC(=O)CC(C(=O)N1CCc2ccccc21)n1ccnc1 (centres undefined),16,-40,0,12,-4,0.9,-6,1,2
C=CCn1c(SCC(=O)Nc2nncs2)nnc1-c1ccco1,10,-19,-1,3,1,1.4,-9,0,8
COc1cc(-c2cc(=O)c3c(O)c(OC)c(OC)c(OC)c3o2)cc(OC)c1OC,15,-8,2,0,6,2.1,-4,5,-8
N#Cc1ccccc1CN1C(=O)S/C(=C/c2cccn2-c2ccc(C(=O)O)cc2)C1=O,10,-5,0,3,0,0.6,10,0,-1
COc1cc(OC)cc(C(=O)Nc2cccc3nc(C)ccc23)c1,12,-6,1,-6,2,0.7,11,2,-4
N#Cc1ccc2c(c1)nc1ccccn12,5,-14,2,-1,-3,0.4,4,0,6
O=C(NCc1csc(-c2cccs2)n1)C1CC1,1,0,12,2,10,0.2,-9,x,-3
Cc1sc2ncn(CC(=O)NCC(=O)N(C)C3CCCCC3)c(=O)c2c1C,-2,-7,0,3,-5,-0.2,-12,0,-5
Cc1c(C(=O)NNC(=S)Nc2ccc(S(N)(=O)=O)cc2)oc2ccccc12,17,-4,0,-5,3,1.1,5,0,-2
N#Cc1nc(COc2ccccc2F)oc1NCCc1ccccc1,-3,11,-8,-15,3,0.2,10,2,-16
CCOc1ccc(N2Cc3ccccc3C2)cc1,16,-21,-2,-7,10,-0.3,7,1,-9
CCCCCCCCCCCCN1C(=O)CSC1c1cccnc1 (centres undefined),17,-7,1,-10,-13,1.6,-13,2,23*
COc1cccc(/C=N/NC(=O)c2c(C)nc3ccc(Cl)cn23)c1O,12,-12,1,1,-3,2.7,-5,2,0
COc1ccc(S(=O)(=O)N2CCCC2CNC(=O)C(=O)NC2CCCCCC2)cc1 (centres undefined),-2,7,-1,-2,4,9.9,-4,3,-1
COc1ccccc1C(=O)NC(=O)CSc1nnnn1C,7,6,1,19,-5,-0.2,-4,2,0
Cc1nc(NCCO)c(C#N)c2c1COC(C)(C)C2,4,-5,-2,3,2,0.1,0,1,-1
COc1ccc(/C=N/OC(=O)Nc2ccccc2OC)cc1,13,-13,-5,2,5,0.4,-13,2,0
CCNc1ccc(C(=O)OCC(=O)N2c3ccccc3NC(=O)C2(C)C)cc1[N+](=O)[O-],14,1,0,-8,6,5.8,11,9,-10
O=C(Nc1cc(S(=O)(=O)N2CCOCC2)ccc1Cl)C1CCC1,-24,7,2,2,4,0.5,-10,0,0
CCOc1ccc(NC2=C(OC)C(=O)c3ccccc3C2=O)cc1,18,1,-4,4,-5,8.4,1,0,-2
O=C(CCN1CCCO1)N1CCCC(Nc2cccc(F)c2)C1 (centres undefined),16,-12,-1,-10,-3,0.6,13,-1,3
O=S1(=O)NC[C@]23C[C@H](c4ccc(F)cc4)[C@@H](C[C@@H]21)O3,-13,4,-1,1,19,0.0,0,1,-1
O=C(CNC(=O)c1nc[nH]c1C(=O)NCC(=O)OCc1ccccc1)OCc1ccccc1,0,6,6,-8,21,8.7,17,22,-26
COc1cc(/C=C(\C#N)C(=O)Nc2cc(C(F)(F)F)ccc2Cl)ccc1OCC(=O)Nc1cccc(C(F)(F)F)c1,7,-3,0,8,6,0.4,-1,2,-1
CCC(C)Sc1ccc(-c2nc3ccc(Cl)cn3c2NCc2ccccc2)cc1 (centres undefined),16,-23,0,1,6,-0.1,-9,-1,-4
COc1ccc(-c2nn(Cc3ccccc3)cc2C(=O)N2CCN(c3ncccn3)CC2)cc1,-2,-16,-1,1,15,1.7,-10,4,-10
CN1CCN(CC(C)(C)NS(=O)(=O)c2ccccc2)CC1,7,-9,-8,-4,15,0.3,11,0,-3
O=C(NCc1ccccc1)[C@@H]1CCCN1C(=O)[C@@H]1CCCN1C(=O)c1cccs1,18,-17,2,4,-4,0.9,-4,1,0
CCOc1ccc(N2C(=O)C(Cl)=C(N3CCOCC3)C2=O)cc1,17,-3,4,0,-4,2.9,3,0,5
COc1ccc(C2Nc3ccccc3C(=O)N2c2ccccc2)cc1Cn1cc([N+](=O)[O-])cn1 (centres undefined),15,0,0,-5,7,3.2,-6,6,-5

# Screening results from PubChem BioAssay.
